Assay outcomes: PubChem, National Center for Advancing Translational Sciences (NCATS)
UDG counterscr = Primary qHTS assay for inhibitors of Activation Induced Cytidine Deaminase (AID): UDG Counterscreen signal | Uracil-DNA glycosylase | FRET deamination/UDG coupled assay, UDG read, 4 h | Potency, µM (titrated, usually from 115 µM), inactives show at the top dose activity change, negative = inhibition, usual class: inhibitors | hit rate 0.14% among 91,000; further: nearly all actives have a fitted effect of over 65% in size
AID inhibitor = Primary qHTS assay for inhibitors of Activation Induced Cytidine Deaminase (AID): AID signal; Single-stranded DNA cytosine deaminase (Homo sapiens), Q9GZX7; AID deamination FRET fluorescence, UDG-coupled, 4 h; Potency, µM (series often up to 115 µM), without a hit: at the top dose activity change, negative = inhibition, usual class: inhibitors; hit rate 0.32% among 91,000; further: nearly all actives have a fitted effect of over 25% in size
Target sequence (Q9GZX7 whole entry, looked up): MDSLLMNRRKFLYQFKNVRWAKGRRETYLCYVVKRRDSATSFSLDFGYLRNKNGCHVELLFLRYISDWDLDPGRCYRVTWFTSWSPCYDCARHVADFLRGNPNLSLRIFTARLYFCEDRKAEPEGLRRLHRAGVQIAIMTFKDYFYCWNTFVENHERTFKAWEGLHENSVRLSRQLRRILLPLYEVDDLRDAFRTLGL
* hit, by the source's call; ? = inconclusive; & = joins results of further samples; [ ] = dose if it differs, or a comment. The call rests on the fitted dose curve; in most records, active means well fitted curve in the direction sought with a large enough effect; inconclusive means small, poorly fitted or top-dose-only effect, or another doubt; inactive means no such curve, though single readings can be large; an effect the other way counts as inactive or inconclusive. On the % scale 0 is the no-effect control and ±100 the full control effect; potency means the concentration at half of the fitted maximal effect. This is a subset; the hit share may differ from the screen's.

Under each structure: UDG counterscr	AID inhibitor
> CN(C(=O)CSc1nc2ccc(NC(=O)COc3ccccc3)cc2s1)c1ccccc1
    -13%	18%
> O=C(NC1CC(=O)N(c2ccc(Cl)cc2)C1)C(=O)c1c[nH]c2ccccc12 (stereo not given)
    -4%	9%
> COc1cccc(C(=O)COC(=O)c2cc(-c3cccs3)nc3ccccc23)c1
    15%	64%[activator]
> Cc1nc(NC2CCCCC2)sc1C(=O)Nc1ccccc1
    -3%	-6%
> O=C(CSc1nc2ccccc2c2nc(-c3ccccc3)nn12)Nc1ccc(F)cc1
    ?	8%
> COc1ccc(Nc2ncc(C(=O)N3CCN(c4ccc(OC)cc4)CC3)c3ccccc23)cc1
    -13%	?
> CC(=O)c1cccc(NC(=O)c2noc3c2CSc2ccccc2-3)c1
    -2%[57.5 µM]	-25%
> CCOC(=O)Cc1csc(SCC(=O)NC2CCCCC2)n1
    -2%	5%
> CC(=O)C[C@](N)(c1ccc(C)cc1)C(F)(F)F
    -9%	-14%
> CC(C)NC(=O)c1cccc(I)c1
    -13%	-15%
> COc1ccc(OCC(=O)Nc2nnc(S(=O)(=O)N3CCc4ccccc43)s2)cc1
    8%	-7%
> Cc1csc(CNC(=O)c2cccc(C(N)=O)c2)n1
    -15%	-4%
> COc1ccc(OC)c(-c2noc(N3CCN(c4cccc(C)c4C)CC3)n2)c1
    -14%	?
> O=C(c1cccs1)N(Cc1cccnc1)c1nc2ccc(F)cc2s1
    1%	-14%
> Cc1cccc(CNC(=O)c2ccc(-c3nc(CS(=O)(=O)c4ccccc4)c(C)o3)cc2)c1
    -20%[57.5 µM]	?
> COc1ccc(-c2nc(CSCC(=O)N3CCN(c4cccc(C)c4C)CC3)c(C)o2)cc1OC
    -21%	?
> Cc1ccsc1C(=O)OCC(=O)NC(=O)NC(C)(C)C
    -3%	0%
> CC(=O)N1c2ccccc2CC1C(=O)N1CCN(c2ccccc2)CC1 (stereo not given)
    0%	4%
> O=C(Cn1c(-c2cccs2)cc2cc(Cl)ccc21)NCc1ccccc1
    18%	0%
> O=C(Nc1oc2ccccc2c(=O)c1-c1ccc(F)cc1)c1cccc([N+](=O)[O-])c1
    -8%	-6%
> Cc1ccc(NC(=O)Nc2nc3c(s2)CCCCCC3)cc1C
    -2%	15%
> COc1ccc(N2CCN(C(=O)CSc3n[nH]c(-c4ccccc4Cl)n3)CC2)cc1
    0%	2%
> CCC(Sc1nnc2c(n1)[nH]c1ccccc12)C(=O)Nc1ccccc1OC (stereo not given)
    -17%[57.5 µM]	?
> CSc1cccc(NC(=O)c2ccc3c(c2)CCC3)c1
    6%	9%
> O=C(NCc1ccco1)c1ccc2c(c1)N(Cc1ccccc1)C(=O)c1ccccc1S2(=O)=O
    -16%	-15%
> COc1ccc(-n2c(SCC(=O)NCc3ccco3)nc3c([nH]c4ccccc43)c2=O)cc1
    1%	29%
> CC1=C(C(=O)OC2CCCCCC2)C(c2cccc(Cl)c2)CC(=O)N1 (stereo not given)
    -12%	17%
> O=c1cc(CN2CCN(S(=O)(=O)c3cccc(Cl)c3)CC2)c2ccc(O)cc2o1
    -3%	-5%
> O=C(/C=C/c1ccccc1)OCC1C(COC(=O)/C=C/c2ccccc2)C1(Cl)Cl (stereo not given)
    -5%	4%
> Cc1ccc(C)c(Nc2nn3c(=O)c4ccc(C(=O)NCc5ccccc5)cc4nc3s2)c1
    -2%	-13%
> O=C(COC(=O)C1CC=CCC1C(=O)OCC(=O)c1ccc(Cl)cc1)c1ccc(Cl)cc1 (stereo not given)
    5%	19%
> Clc1ccc(N/N=C/c2cccc(Cl)c2Cl)cc1Cl
    -10%	-14%
> COc1cc(OC)c(N(C)C(=O)CCNC(=O)Cn2cnc3ccccc3c2=O)cc1Cl
    24%	15%
> Nc1nccnc1C(=O)Nc1ccc(C(=O)NCC(F)(F)F)cc1
    -15%	1%
> COc1ccc(N2CCN(C(=O)CCC(=O)NNc3nc4ccccc4c4nc(C)nn34)CC2)cc1
    0%	-21%
> COc1cc2oc(=O)c(CC(=O)NCCc3ccccc3F)c(C)c2cc1OC
    12%	17%
> CCCN1CN=C(NS(=O)(=O)c2ccc(NC(C)=O)cc2)NC1
    -8%	-1%
> COc1cc(C2NC(=O)c3c(sc4c3CCN(C)C4)N2)ccc1OC(=O)c1ccccc1 (stereo not given)
    -5%	83%[activator]
> CC1(C)CC(=O)C2=C(C1)OC1=C(C(=O)CC(C)(C)C1)C2c1ccc(C(=O)O)cc1
    0%	3%
> CN(CC(=O)NC1CCCCNC1=O)Cc1ccccc1Cl (stereo not given)
    -1%	-3%
> Cc1ccc(/C=C/S(=O)(=O)NCC(=O)OCC(=O)c2c(C)[nH]c3ccccc23)cc1
    -5%	3%
> Cn1c(Oc2ccccc2)nc2c1c(=O)n(Cc1ccc(Cl)cc1Cl)c(=O)n2C
    22%	-3%
> CCC1=Nc2cc(C(=O)NC3CCC(C)CC3)ccc2Sc2ccc(C)cc21 (stereo not given)
    -1%	-4%
> COc1ccc(-c2noc(C3CC(=O)N(c4ccc5c(c4)OCCO5)C3)n2)c(OC)c1 (stereo not given)
    -6%	3%
> Cc1cccc(N(C)C(=O)Cn2c(=O)oc3cc(S(=O)(=O)N4CCCCC4)ccc32)c1
    -24%	-1%
> O=[N+]([O-])c1cc(-c2nc(-c3ccco3)no2)ccc1NCc1ccccc1
    36%[activator]	14%
> CN(CC(=O)C(C#N)c1ccccc1)C1CCCCC1 (stereo not given)
    11%	2%
> CC(=O)N1c2ccc(S(=O)(=O)N3CCCCCC3)cc2CC1C(=O)NC(C)C (stereo not given)
    6%	-5%
> CCCN(Cc1cccs1)C(=O)Nc1cc(OC)ccc1OC
    5%&-16%	-9%&-29%
> CCOc1cc(C(=O)NCCc2sc(-c3ccc(F)cc3)nc2C)cc(OCC)c1OCC
    -19%	21%
> O=C(CCS(=O)(=O)c1ccc(Br)s1)Nc1cc(C(F)(F)F)cc(C(F)(F)F)c1
    ?	?
> CCCNC(=O)COC(=O)c1csc(NCc2ccccc2)n1
    9%	7%
> Cc1nc(NC(C)C)sc1C(=O)NCCc1ccccc1
    -3%	5%
> Cc1coc2cc3oc(=O)c(CCC(=O)NCc4ccc(Cl)cc4)c(C)c3cc12
    0%	5%
> CC(C)CNC(=O)C(C)Sc1nc(-c2ccco2)nc2ccccc12 (stereo not given)
    2%	3%
> COc1ccc(C)cc1CN(C)Cc1ccc(C#N)cc1
    -12%	-11%
> O=C(NCC12CC3CC(CC(C3)C1)C2)c1ccc(Cl)c([N+](=O)[O-])c1
    -7%	-15%
> Cc1ccc(-n2c(=O)c3ccc(C(=O)NCc4ccccc4Cl)cc3n(Cc3ccccc3F)c2=O)cc1
    7%	-7%
> COc1ccccc1-c1c(C)oc2cc(OC(=O)c3ccccc3)ccc2c1=O
    -11%	-17%
> Cc1ccc(Nc2nc(C(=O)OCC(=O)c3ccccc3)cs2)cc1
    -6%	-7%

Other compounds follow.
Under each structure: UDG counterscr	AID inhibitor
> CC(C)N1CCC(Nc2nc(-c3cccs3)nc3ccccc23)CC1
    0%	?
> CCCCn1nc(C(=O)N2CCSCC2)c2ccccc2c1=O
    2%	2%
> COc1ccc(-c2cc(C(F)(F)F)nc(NCc3ccc(Cl)cc3)n2)cc1
    -20%	?
> COc1ccc(-c2cc(C(=O)Nc3c(C)nn(Cc4ccc(F)cc4)c3C)no2)cc1OC
    ?	18%
> COC(=O)c1ccccc1-n1c(CCC(=O)O)ccc1-c1ccccc1
    -12%[57.5 µM]	22%[57.5 µM]
> Cc1ccc(Cc2nc3ccccc3nc2SCC(=O)N2CCN(c3ccccc3F)CC2)cc1
    -7%[57.5 µM]	-28%
> Cc1ccc(NC(=S)NCCO)cc1
    -9%	-1%
> O=C(c1ccc(Cn2cc(Cl)cn2)cc1)N1CCN(Cc2cccc(C(F)(F)F)c2)CC1
    -13%	-18%
> COc1ccccc1NC(=O)Cn1c(SCC(=O)NCc2ccccc2)nc2ccccc21
    -14%	-2%
> COc1ccccc1C(=O)COC(=O)Cc1ccc(Cl)cc1Cl
    -8%	3%
> N#CC(C(=O)C1CCCCC1C(F)(F)F)c1ccc(C(F)(F)F)cn1 (stereo not given)
    -5%	4%
> CC1CCCCC1NC(=O)C(c1ccccc1)c1ccccc1 (stereo not given)
    8%	-6%
> CCOc1ccc(NC(=O)C2CCN(S(=O)(=O)c3c(C)noc3/C=C/c3c(C)cc(C)cc3C)CC2)cc1
    -2%	9%
> COC(=O)c1c(SC)nc2ccccc2c1OCc1ccccc1Cl
    -23%	9%
> CCOC(=O)N1CCc2c(sc3c2c(=O)n(-c2ccccc2C(F)(F)F)c(=O)n3Cc2ccccc2C)C1
    -8%[57.5 µM]	-16%
> Cc1ccc(NS(=O)(=O)c2ccc3c(c2)CCCN3C(=O)C2CCC2)cc1Cl
    -5%	7%
> CCOC(=O)c1c(NC(=O)c2ccc(C)c(C)c2)sc2c1CCCCC2
    -6%	-4%
> C/C(=N/NC(=O)C1CC1)c1ccc(C)cc1
    3%	2%
> COC(=O)c1scc(-c2ccc(C)cc2)c1S(=O)(=O)Nc1cc(C)c(Cl)cc1OC
    ?	11%
> CSc1ccc(-c2nc3cc(C)ccn3c2Nc2ccc(C)cc2)cc1
    -20%[57.5 µM]	7%
> O=C(Nc1cccc(C(F)(F)F)c1)c1cnn(-c2cccc(F)c2)c1C1CCNCC1
    0%	10%
> COc1ccc(Cl)cc1NC(=O)c1sc2nc3n(c(=O)c2c1C)CCC3
    -5%	0%
> O=C(Nc1ccc(C(F)(F)Cl)oc1=O)c1ccccc1
    -3%	-9%
> O=C(NCCc1ccccc1)c1ccc(Cn2c(SCc3ccc(F)cc3)nc3cccnc32)cc1
    -1%[57.5 µM]	16%
> O=C(O)c1cc(=O)cc(C(=O)O)[nH]1
    3%	3%
> O=C1c2ccccc2C(=Cc2cccs2)c2ccccc21
    -4%	-20%
> CC(=O)Nc1ccc(NC(=O)c2ccc3c(c2)N(Cc2cccc(Cl)c2)C(=O)c2ccccc2S3(=O)=O)cc1
    11%	-9%
> CSc1ccc(CCNC(=O)c2ccc(-n3c(C)cc4c3CCC(C)C4)cc2)cc1 (stereo not given)
    6%	15%
> COc1cccc(Nc2nc(-c3ccccc3O)nc3ccccc23)c1
    ?	-5%
> CCN(CC)c1ccc(NC(=O)CN2C(=O)c3cccnc3Oc3ccccc32)c(C)c1
    6%	36%[activator]
> CCCc1cc(NCc2cccnc2)n2nc(C)c(-c3ccccc3)c2n1
    0%	-14%
> CCOC(=O)c1cc2c(=O)n3ccccc3nc2n(CCOC)c1=NC(=O)c1c(-c2c(F)cccc2Cl)noc1C
    24%	26%
> CCCn1cc(S(=O)(=O)c2cc(C)ccc2C)c(=O)c2cc(F)c(N3CCN(CC)CC3)cc21
    -3%	?
> CN(Cc1c(F)cccc1Cl)S(=O)(=O)c1ccc2c(c1)CCC2
    -4%	-11%
> O=C(NC1CC(=O)N(c2ccc(F)cc2)C1)c1cc2ccccc2o1 (stereo not given)
    0%	1%
> CCCCOCCCNC(=O)CCC(=O)NC1CCCCC1
    5%	4%
> COc1ccc(CCCc2nnc(SCC(=O)Nc3cccc(F)c3C)o2)cc1
    -3%	10%
> COc1ccc(S(=O)(=O)N(CC(=O)NCCN2CCOCC2)c2ccc(F)cc2)cc1
    -3%	7%
> Cc1c(-c2ccccc2)c(=O)oc2ccc(OS(=O)(=O)c3ccccc3)cc12
    8%	-4%
> O=C(CCc1ccsc1)N(Cc1ccco1)C1CC1
    3%	9%
> Cc1cccc(NC(=O)Cn2nnc(C(=O)NCc3cccs3)c2N)c1
    -7%	?
> COc1ccc(NC(=O)/C(C#N)=C/c2ccc(C)o2)cc1
    -7%[57.5 µM]	-3%[57.5 µM]
> N#CCCN(C(=S)Nc1ccc(SC(F)F)cc1)c1ccccc1
    -6%	-1%
> COc1ccc(-c2nc3cc(NC(=O)COc4ccccc4C)ccc3o2)cc1
    23%	18%
> Cc1cccc(OCCSc2nc3ccc(NC(=O)COc4ccccc4F)cc3s2)c1
    16%	1%
> COc1ccc(CNC(=O)c2nn(-c3ccccc3C)nc2CO)cc1
    3%[57.5 µM]	-4%
> CCCC(=O)Nc1ccc2nc(SCc3ccc(C)cc3)sc2c1
    16%	-4%
> Cc1c(Cl)cccc1NC(=O)N1CCN(C2=Nc3ccccc3Oc3ccccc32)CC1
    4%	-3%
> COc1cccc(C(=O)Nc2ccc3oc(-c4cccc(Br)c4)nc3c2)c1
    1%	-2%
> CCOc1ccc(NC(=O)c2cc3sc(Cl)cc3n2CC)cc1
    -21%	3%
> COc1cc(C(O)CO)ccc1O (stereo not given)
    -7%	10%
> CCCN1CCC(Nc2nc(-c3cccnc3)nc3ccccc23)CC1
    1%	5%
